Bioassay records: PubChem BioAssay, National Center for Advancing Translational Sciences (NCATS)
RXFP1 antagonist: antagonists of human relaxin receptor RXFP1; 350,000 tested, 0.59% active; HEK293-RXFP1, relaxin-stimulated cAMP HTRF, 30 min; hits give low values; Q9HBX9; activity change, negative = inhibition, % at 57.5 µM;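 active means activity change of -60% or lower, but not beyond a set lower limit; inconclusive means change between -60% and -40%, or beyond the set limit; inactive means change above -40%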; further: on the % scale 0 is the no-effect control and ±100 the full control effect
RXFP1 ag: activates the human relaxin receptor RXFP1; Q9HBX9; HEK293T-RXFP1 cAMP TR-FRET, 30 min; response scale: percent of porcine relaxin response, buffer zero; Potency, µM (highest dose often 57.5 µM), inactives show top-dose activation, actives largely listed as activators; 370,000 tested, 0.3% active; further: potency means the concentration at half of the fitted maximal effect; on the % scale 0 is the no-effect control and ±100 the full control effect; nearly all actives have a fitted effect of over 60% in size; many of its hits are not listed in these tables
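cAMP rise read by TR-FRET after 30 min, 37C compound exposure (up to 58 uM) in RXFP1-transfected HEK293 cells with Ro 20174 present. EC50 from Hill-equation fits, with 29 nM porcine relaxin as 100% and buffer as basal.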
TRHR enhancer: allosteric enhancers of human TRH receptor; P34981; TRHR cells, fluo-8 calcium fluorescence, EC20 TRH enhancement; enhancement, % at 2 µM; 360,000 tested, 0.66% active; AID 493056; in the data active means enhancement above about 30%; further: 0% is about no effect
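TRHR-expressing cells loaded with fluo-8 calcium dye were read kinetically (ex 480/em 530) during compound addition, then stimulated with an EC20 of TRH (10 nM final). Enhancement of the Gq-mediated intracellular calcium response was scored.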
Anesthetic bind: candidate novel general anesthetic via apoferritin binding; P02791; Potency, µM (top dose mostly 77.5 µM), inactives show top-dose activity change, negative = displacement, usual class: inhibitors; 350,000 tested, 0.074% active; apoferritin/1-aminoanthracene competitive binding, fluorescence; further: potency means the concentration at half of the fitted maximal effect; on the % scale 0 is the no-effect control and ±100 the full control effect; nearly all actives have a fitted effect of over 20% in size
Target sequence (P02791 2-175 limits assumed): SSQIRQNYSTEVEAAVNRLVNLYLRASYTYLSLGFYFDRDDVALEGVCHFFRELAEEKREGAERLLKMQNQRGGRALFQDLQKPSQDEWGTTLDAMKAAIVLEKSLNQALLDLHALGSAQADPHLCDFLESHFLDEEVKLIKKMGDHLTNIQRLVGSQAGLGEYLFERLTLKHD
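Probe: 1-aminoanthracene (50% saturated, PBS). Protein: horse-spleen apoferritin, 10 uM. Incubation: 10 min, room temperature. Detection: 380 nm excitation, 535 nm emission. Analysis: normalized response, four-parameter Hill.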
D1 PAM: enhances dopamine response at the human D1 receptor. HEK293 TREx D1 cells, calcium flux, dopamine EC20 potentiation. 360,000 tested, 0.036% active. potentiation, % at 10 µM. P21728. AID 504651; in the data active means potentiation above about 30%; further: 0% is about no effect
Target sequence (P21728 whole entry, looked up): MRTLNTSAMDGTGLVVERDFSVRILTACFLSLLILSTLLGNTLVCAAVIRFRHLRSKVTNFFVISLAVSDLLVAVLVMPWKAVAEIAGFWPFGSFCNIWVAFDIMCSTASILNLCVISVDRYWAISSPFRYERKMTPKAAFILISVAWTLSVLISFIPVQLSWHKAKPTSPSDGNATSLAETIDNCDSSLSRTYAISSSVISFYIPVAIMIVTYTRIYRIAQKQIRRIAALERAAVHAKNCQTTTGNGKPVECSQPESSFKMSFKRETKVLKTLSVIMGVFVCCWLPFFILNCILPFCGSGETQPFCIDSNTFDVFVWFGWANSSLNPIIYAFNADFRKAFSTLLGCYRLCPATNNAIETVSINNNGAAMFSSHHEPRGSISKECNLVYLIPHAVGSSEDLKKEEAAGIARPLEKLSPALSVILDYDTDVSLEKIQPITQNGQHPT
TRHR agonist: activates the human TRH receptor; TRHR cells, calcium flux fluo-8, FDSS agonist mode; activation, % at 2 µM; 360,000 tested, 0.18% active; in the data active means activation above about 30%; further: 0% is about no effect
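TRHR-expressing cells loaded with fluo-8 calcium dye; 23 nL library compound pin-transferred, kinetic FDSS fluorescence (Ex 480/Em 530) recorded about 180 s for agonist-induced calcium release, before a 10 nM TRH EC20 addition for potentiator mode.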
D2 PAM: positively modulates the human D2 dopamine receptor allosterically | AID 485347 | HEK293 T-REx D2, calcium flux, EC20 dopamine potentiation | potentiation, % at 10 µM | 340,000 tested, 0.34% active;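 active means potentiation over 3 SD above the plate norm, cut at about 30% in these data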; further: 0% is about no effect
Target sequence (P14416 whole entry, looked up): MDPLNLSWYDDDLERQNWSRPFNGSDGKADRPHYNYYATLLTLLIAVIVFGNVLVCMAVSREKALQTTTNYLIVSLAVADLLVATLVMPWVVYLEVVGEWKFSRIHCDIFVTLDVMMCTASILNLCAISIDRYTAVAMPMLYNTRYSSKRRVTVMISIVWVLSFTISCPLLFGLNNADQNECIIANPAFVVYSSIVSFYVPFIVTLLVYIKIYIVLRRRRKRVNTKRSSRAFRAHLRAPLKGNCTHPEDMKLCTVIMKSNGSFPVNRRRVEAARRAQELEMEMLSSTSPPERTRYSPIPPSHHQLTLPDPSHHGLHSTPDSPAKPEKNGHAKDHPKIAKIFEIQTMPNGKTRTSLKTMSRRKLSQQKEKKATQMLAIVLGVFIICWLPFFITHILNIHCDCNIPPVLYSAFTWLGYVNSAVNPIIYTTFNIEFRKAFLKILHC
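Cells plated with tetracycline inducer and held overnight at 30 C; calcium dye loaded 30–90 min at room temperature; baseline taken, compound added and read 180 s; EC20 dopamine then added and read 180 s.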
D1 ag: human D1 receptor agonism; HEK293 T-REx D1 cells, calcium flux, agonist mode; activation, % at 2 µM; 360,000 tested, 1% active; P21728; AID 504660; in the data active means activation above about 30%; further: 0% is about no effect
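Inducible HEK293 T-REx D1 cells, force-coupled to calcium signalling, were plated at 4000 cells/well with tetracycline and held overnight at 30 C. After no-wash calcium dye loading, compound-evoked calcium rise over 180 s flagged agonists.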
D1 antag: blocks dopamine activation of the human D1 receptor; HEK293 TREx D1 cells, calcium flux, dopamine EC80; hits give low values; 360,000 tested, 3.2% active; activity change, negative = inhibition, % at 10 µM; P21728; in the data active means activity change below about -30%; further: on the % scale 0 is the no-effect control and ±100 the full control effect
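Using tetracycline-induced force-coupled D1 Hek293 cells and a calcium dye, signals were followed for 180 s after compound, then for 180 s after EC80 dopamine, to detect inhibitors.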
An asterisk follows results filed as active; ? = inconclusive; / = no result given. Unless noted, the call rests on the fitted dose curve; in most records, active means well fitted curve in the direction sought with a large enough effect; inconclusive means small, poorly fitted or top-dose-only effect, or another doubt; inactive means no such curve, though single readings can be large; an effect the other way counts as inactive or inconclusive.

SMILES | RXFP1 antagonist | RXFP1 ag | TRHR enhancer | Anesthetic bind | D1 PAM | TRHR agonist | D2 PAM | D1 ag | D1 antag
O=C(NCCCN=C1NS(=O)(=O)c2ccccc21)c1ccccc1Cl | -8 | 0.5% | -2 | -3% | -4 | 0.0 | -12 | 7 | -7
COc1ccc2c(CC(=O)NNC(=O)c3cccs3)coc2c1 | 3 | 1.3% | 4 | / | -4 | -0.5 | -7 | 3 | -1
C=CCNS(=O)(=O)c1nc(C)c(Cl)c(C)c1C#N | -2 | -0.8% | 4 | 0% | -2 | -0.1 | -4 | 2 | 0
OCCC1CN(Cc2ccc(-n3cccn3)cc2)CCN1Cc1ccccc1 (centres undefined) | -2 | 3.5% | 7 | -6% | -4 | 0.4 | -7 | 2 | 3
CCOc1nc(-c2ccccc2Cl)ccc1C#N | -9 | 3.4% | -4 | -5% | -3 | 1.1 | -3 | 5 | -13
CCOC(=O)N1CCN(C(=S)Nc2cccc(C)c2C)CC1 | 5 | 0.9% | 3 | -7% | 5 | 0.3 | 2 | 3 | -3
COc1cc(OC)c(-c2c3cc(O)c(=O)cc-3oc3cc(O)c(O)cc23)cc1OC | 4 | 2.9% | 152* | 6% | 32* | 266* | -14 | 626* | 71
CCSc1nnc(NC(=O)c2ccc3ccccc3n2)s1 | ? | 0.3% | 5 | -14% | -2 | -1.6 | 7 | 2 | 9
CCc1ccccc1-n1nnc(-c2nsc(NC(=O)c3ccc(C)c(C)c3)n2)c1C | -24 | 0.3% | -6 | -2% | 12 | 34* | -3 | 5 | 20
CCOC(=O)c1ccc(S(=O)(=O)N2CCN(CC(=O)NC(=O)NC3CCCCC3)CC2)cc1 | -5 | 0.4% | 13 | ? | -1 | -0.2 | -1 | 1 | 6
O=C(CSc1nc(-c2ccco2)cc(C(F)(F)F)n1)N1CCc2ccccc2C1 | -23 | 0.7% | -4 | -15% | 9 | 1.3 | -9 | 7 | -23
O=C(c1c[nH]c(C(=O)N2CCN(c3ccccc3F)CC2)c1)c1cccc(Cl)c1Cl | 0 | 2.6% | 0 | ? | / | 0.7 | -3 | 6 | -15
COc1cccc(NC(=O)CSc2nnc(-c3cccs3)o2)c1 | 0 | -0.3% | 8 | 3% | 5 | -0.5 | 6 | 2 | 8
CCOc1ccc(CCNC(=O)c2cc3cc4cc(OC)ccc4nc3s2)cc1OCC | / | 21% | 2 | ? | -4 | 1.0 | / | 7 | 2
CCCNC(=O)COC(=O)c1cccnc1Nc1ccccc1F | -1 | 0.1% | 6 | -11% | -4 | -0.2 | -12 | 0 | -32*
CCOc1ccc(-c2c(C(=O)N/N=C/c3ccc(C)cc3)nnn2-c2nonc2N)cc1 | -7 | -3.2% | 13 | -16% | 27 | 0.1 | 6 | 44* | 44
Cc1cccc(OCC(=O)O/N=C(\N)c2ccncc2)c1 | -4 | 1.9% | -2 | -7% | 0 | -0.3 | 4 | 3 | 0
O=C(Nc1cc(Cl)ccc1-n1cncn1)C1CC1 | -7 | 2.1% | 0 | / | -2 | -0.3 | -4 | 1 | -2
CC1=C(C(=O)OCC(C)C)C(c2cccs2)NC(=S)N1 (centres undefined) | -14 | -0.4% | -5 | 1% | 3 | -0.5 | -2 | 1 | 10
Cc1ccc(-c2cnc3cc(C)nn3c2)cc1 | -6 | 3.8% | 0 | -4% | -3 | 0.0 | -2 | 0 | 3
CC(Oc1ccc(F)cc1)C(=O)Nc1ccc2ccccc2c1 (centres undefined) | 7 | -6.5% | -3 | -6% | 3 | -0.9 | -14 | 1 | 0
CCc1nc(Oc2cccc(F)c2)c2oc3ccccc3c2n1 | -30 | -0.5% | 0 | 0% | -3 | 0.6 | 2 | 5 | 26
CC1CN(c2nnc(NC(=O)c3ccccc3)s2)CC(C)O1 (centres undefined) | 1 | 0.2% | -2 | 5% | -4 | 0.0 | -7 | 3 | 16
Cc1cc(C)c(NC(=O)CS(=O)CC(=O)Nc2ccc(-n3cnnn3)c(C)c2)c(C)c1 (centres undefined) | -3 | 0.3% | 14 | -20% | 4 | 0.9 | 6 | 1 | -5
CC(CN1CCCCC1)c1ccccc1 (centres undefined) | -10 | -0.3% | 7 | -10% | 6 | 0.9 | 11 | 3 | -11
Next structures.
SMILES | RXFP1 antagonist | RXFP1 ag | TRHR enhancer | Anesthetic bind | D1 PAM | TRHR agonist | D2 PAM | D1 ag | D1 antag
COc1cccc(-c2csc(NC(=O)C3CC3)n2)c1 | / | -2.4% | 10 | -8% | / | 1.2 | / | -1 | 2
COc1ccc(-c2noc(-c3ccc(NCc4cccnc4)c([N+](=O)[O-])c3)n2)cc1 | / | -1.5% | -3 | 6% | -3 | 0.2 | -4 | 14 | -2
COc1ccc(OC)c(CCNC(=O)c2ccccc2NC(=O)C2=C(C)OCCS2)c1 | -3 | 5.8% | -12 | 2% | -12 | 0.1 | 7 | -1 | -3
NC(=O)C(C(=O)/C=C/c1ccc(Cl)cc1)=C1SCCS1 | -9 | 12% | 0 | -12% | -3 | -0.5 | -20 | 1 | 0
COc1ccc(CNC(=O)c2sc(=S)n(-c3ccc(OC)cc3)c2N)cc1 | 6 | -1.5% | 7 | -13% | -5 | -0.9 | 2 | 2 | -14
COc1cc(NC(=O)CSc2nc3c(c(=O)n(C)c(=O)n3C)n2C)cc(OC)c1 | -3 | 8.1% | 0 | -5% | 1 | -0.3 | / | 1 | 11
Cc1cc(C)nc(-n2nc(C)cc2NC(=O)CNC(C)c2ccccc2)n1 (centres undefined) | -11 | 1.7% | -2 | -11% | 6 | 0.3 | / | 1 | 12
O=c1[nH]c(CSc2nnc(-c3ccco3)n2-c2ccccc2)nc2sc3c(c12)CCC3 | / | 0.9% | 8 | -15% | -2 | 0.0 | -1 | 4 | 3
COC(OC)c1ccnc(-c2ccc(OC(=O)c3ccc(F)cc3)cc2)n1 | -36 | 1.2% | -7 | -11% | -6 | 0.4 | 1 | 7 | 1
O=C(Nc1ccc(F)cc1)c1ccc2[nH]c(=O)c(=O)[nH]c2c1 | -3 | 1.5% | 6 | -4% | -8 | 0.4 | -1 | 0 | 9
O=[N+]([O-])c1ccc(/C=N/NC(=S)Nc2ccccc2)o1 | 8 | -0.9% | -4 | 7% | -4 | -0.7 | 2 | 9 | -3
O=C1C2C3C=CC(CC3)C2C(=O)N1c1ccc2c(c1)OCO2 (centres undefined) | -8 | 1.0% | 0 | ? | -4 | 0.0 | 0 | -1 | 6
COc1ccc(C(=O)C[n+]2ccc(C)cc2)cc1 | -8 | 1.1% | -2 | 8% | -1 | -1.1 | 1 | 2 | 9
COc1cc(NC(=O)c2ccccc2)ccc1NC(=O)Cc1ccccc1 | 1 | 1.0% | 2 | -3% | -4 | -1.1 | 6 | 0 | 13
CCOC(=O)C1(CCOC)CCN(CC(C)Cc2ccc3c(c2)OCO3)CC1 (centres undefined) | 9 | -0.3% | 7 | -7% | 3 | -0.2 | -13 | 8 | -19
O=C(NC1CCC(c2ccccc2)CC1)c1cccnc1 (centres undefined) | 10 | 0.7% | -8 | 0% | -8 | 0.0 | 6 | 7 | -29
COc1cccc(CN(C)CC(=O)Nc2ccccc2N2CCOCC2)c1OC | -5 | 1.2% | 2 | -13% | 1 | -0.1 | -1 | 4 | 5
CCOc1cc(CNCCCN2CCOCC2)cc(Br)c1OCC(=O)Nc1cccc(C(F)(F)F)c1 | / | 0.1% | -11 | -19% | -4 | -0.1 | 2 | 14 | -2
O=C(Nc1ccncc1)C1CCCN(S(=O)(=O)c2cccc3cccnc23)C1 (centres undefined) | / | 2.7% | 18 | -14% | -4 | 0.2 | -3 | -1 | -15
CCOc1ccc(OCC)c(NC(=O)CN2CCC(NC(=O)c3cccc(F)c3)CC2)c1 | 8 | 2.2% | 3 | -15% | -3 | -0.8 | 13 | -1 | -18
CC1CCc2sc(C(=O)NN=C3CCC(c4ccccc4)CC3)cc2C1 (centres undefined) | 6 | -0.1% | 9 | -9% | 4 | -0.6 | 2 | 1 | 4
CCN(CC(=O)NCc1cccs1)C(=O)CCC(=O)c1ccc(C)cc1 | -5 | 0.8% | 13 | / | 1 | -1.1 | 7 | 1 | 6
Cc1ccc2c(c1)CCCN2C(=O)c1ccc2c(c1)OCO2 | -13 | 1.0% | 2 | -10% | -7 | -0.5 | -5 | 2 | 3
CCOC(=O)C(=NC(C)(C)C)NNc1cc(Cl)ccc1Cl | -19 | -0.1% | -1 | -3% | 1 | 0.5 | 1 | -2 | -7
C/C(=N/OC(=O)c1cccc(Cl)c1)c1nccs1 | 2 | -0.6% | -4 | -13% | -3 | -0.2 | -6 | 2 | 8

Single records, as listed above:
`COc1ccc(CNC(=O)c2sc(=S)n(-c3ccc(OC)cc3)c2N)cc1` is listed as RXFP1 antagonist: 6; RXFP1 ag: -1.5%; TRHR enhancer: 7; Anesthetic bind: -13%; D1 PAM: -5; TRHR agonist: -0.9; D2 PAM: 2; D1 ag: 2; D1 antag: -14
`O=C(Nc1ccncc1)C1CCCN(S(=O)(=O)c2cccc3cccnc23)C1` (centres undefined) is listed as RXFP1 antagonist: /; RXFP1 ag: 2.7%; TRHR enhancer: 18; Anesthetic bind: -14%; D1 PAM: -4; TRHR agonist: 0.2; D2 PAM: -3; D1 ag: -1; D1 antag: -15

Continuation.
SMILES | RXFP1 antagonist | RXFP1 ag | TRHR enhancer | Anesthetic bind | D1 PAM | TRHR agonist | D2 PAM | D1 ag | D1 antag
CCCC(=O)NC(Nc1c(C)n(C)n(-c2ccccc2)c1=O)C(Cl)(Cl)Cl (centres undefined) | -3 | -0.7% | -10 | 1% | -7 | 0.1 | -2 | 0 | -10
CCN(C(=O)Cn1nnc2sc(-c3ccccc3)cc2c1=O)c1cccc(C)c1 | -7 | -0.6% | -4 | -9% | 0 | 0.5 | -9 | 3 | 8
C=Cc1ccc2c(c1)N(C)C(=C)S2 | -119* | 0.6% | 0 | -13% | 9 | -0.5 | 4 | 2 | 10
CCc1sc(C(=O)NCc2cc(C)n(C)n2)cc1Br | 0 | 3.5% | 1 | -14% | -4 | 0.1 | 8 | 5 | -1
O=C(O)c1cc(-c2ccc(/C=N/Nc3ccc([N+](=O)[O-])cn3)o2)ccc1Cl | -35 | 5.2% | -2 | -5% | 6 | 10 | 1 | 12 | -8
Cc1ccc(C)c(S(=O)(=O)N2CCCC2CNC(=O)C(=O)NCc2ccccc2C)c1 (centres undefined) | -11 | 0.2% | -2 | / | 0 | 1.1 | -5 | 1 | -26
COc1ccc(Nc2cc(Nc3ccccc3)ncn2)cc1 | 3 | -1.3% | -7 | 6% | -3 | 1.5 | -1 | 3 | 5

An excerpt; count on the stated rates, not on these rows.
